Source: PubChem BioAssay (several laboratories)
HePTP inh: inhibitors of human HePTP phosphatase | P35236 | recombinant HePTP phosphatase activity, OD absorbance | inhibition, % at 20 µM | 110,000 tested, 0.64% active | AID 521; in the data active means inhibition above about 50%;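 further: plate controls were vehicle for no effect and reference inhibitor for full effect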
Target sequence (P35236 whole entry, looked up): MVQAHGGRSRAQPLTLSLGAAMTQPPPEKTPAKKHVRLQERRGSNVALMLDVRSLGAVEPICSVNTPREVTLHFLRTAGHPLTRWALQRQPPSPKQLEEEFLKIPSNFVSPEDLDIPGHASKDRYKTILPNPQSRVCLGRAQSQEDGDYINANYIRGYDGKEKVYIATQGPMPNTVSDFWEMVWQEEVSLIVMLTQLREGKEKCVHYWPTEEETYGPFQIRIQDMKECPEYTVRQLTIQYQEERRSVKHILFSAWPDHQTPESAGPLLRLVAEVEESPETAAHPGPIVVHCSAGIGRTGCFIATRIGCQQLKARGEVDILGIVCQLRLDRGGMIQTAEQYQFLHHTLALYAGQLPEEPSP
BAP1 inh: blocks human BAP1 ubiquitin-AMC hydrolysis; recombinant BAP1, Ub-AMC hydrolysis fluorescence kinetic; stronger effect = lower value; activity remaining (% of control), % at 20 µM; 72,000 tested, 0.48% active; AID 436;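 active means activity remaining at or below 50% of control, provided the compound also passes the data quality filters; inactive means the rest, including low values that fail the filters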;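 further: 100% = DMSO wells rate and 0% = substrate alone blank rate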
Target sequence (Q92560 whole entry, looked up): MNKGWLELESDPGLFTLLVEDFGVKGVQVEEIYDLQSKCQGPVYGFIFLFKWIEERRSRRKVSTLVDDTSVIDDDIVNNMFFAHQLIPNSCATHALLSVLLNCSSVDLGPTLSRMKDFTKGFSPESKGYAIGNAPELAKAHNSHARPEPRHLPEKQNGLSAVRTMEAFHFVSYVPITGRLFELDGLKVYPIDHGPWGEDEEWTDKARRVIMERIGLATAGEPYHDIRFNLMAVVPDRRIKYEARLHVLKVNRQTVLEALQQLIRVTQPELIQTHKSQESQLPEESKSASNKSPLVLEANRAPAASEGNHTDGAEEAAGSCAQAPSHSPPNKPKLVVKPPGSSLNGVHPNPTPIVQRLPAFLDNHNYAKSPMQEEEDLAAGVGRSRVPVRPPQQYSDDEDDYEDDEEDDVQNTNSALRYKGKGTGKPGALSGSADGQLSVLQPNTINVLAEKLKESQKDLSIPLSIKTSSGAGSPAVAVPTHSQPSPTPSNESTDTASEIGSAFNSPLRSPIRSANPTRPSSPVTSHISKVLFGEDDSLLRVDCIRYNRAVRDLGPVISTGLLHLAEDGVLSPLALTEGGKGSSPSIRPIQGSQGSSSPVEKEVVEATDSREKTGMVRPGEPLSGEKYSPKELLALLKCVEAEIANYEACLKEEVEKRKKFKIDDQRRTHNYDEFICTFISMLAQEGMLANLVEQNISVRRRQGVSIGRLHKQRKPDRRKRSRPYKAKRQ
* hit, by the source's call; . = not tested or not shown; & = joins results of further samples. Not a hit list. About 0.83% of those tested had a hit in this group.

SMILES	HePTP inh	BAP1 inh
CCOC(=O)c1ccc(NC(=O)c2cc(-c3cccs3)nc3ccccc23)cc1	-6	.
Cc1ccc(NS(=O)(=O)c2ccc(N3C(=O)CCC3=O)cc2)cc1	-1	.
CCn1c(SCc2nc3ccccc3s2)nc2cc(S(=O)(=O)N3CCOCC3)ccc21	11	.
O=C(Nc1ccc2oc(-c3cccnc3)nc2c1)c1cccnc1	0	94
O=C1OC(OCc2ccccc2)(c2ccccc2)c2ccccc21 (stereo not drawn)	-1	.
O=C(NCc1ccco1)c1ccc(OCC2CCCO2)cc1 (stereo not drawn)	10	118
Cc1ccc(-c2csc(=S)n2CC(=O)OCC(=O)NCc2ccco2)cc1	9	88
CCN(CC)CCCN1C(=O)C(=O)/C(=C(/O)c2ccc(OC)cc2)C1c1ccco1 (stereo not drawn)	3	97
Cn1c(CN2CCCCC2)nc2cc(NS(=O)(=O)c3ccc(Cl)cc3)ccc21	-4	123
Cc1cccc(NC(=O)CSc2nnc(CSc3nc(C)cc(C)n3)n2Cc2ccco2)c1	9	93
OC(COc1ccc2ccccc2c1Br)Cn1cnc2ccccc21 (stereo not drawn)	-3	.
O=C(CSc1nc2ccccc2c(=O)n1-c1ccccc1)c1ccc(F)cc1	.	92
O=C(Nc1nc(-c2ccc([N+](=O)[O-])cc2)cs1)c1ccc(Cl)cc1	3	.
COc1cccc(C2/C(=C(\O)c3ccc(Br)cc3)C(=O)C(=O)N2c2ccccc2)c1 (stereo not drawn)	3	.
CCn1c(C(Cc2ccccc2)NC(=O)COC)nc2ccccc21 (stereo not drawn)	6	94
Cc1cccc(Nc2ccccc2)c1	-4	.
COc1ccc(-n2c(SCC#N)nnc2-c2cccnc2)cc1	-9	107
COc1ccc(CCNc2ncnc3[nH]ncc23)cc1OC	7	109
c1csc(C(c2nnnn2C2CCCC2)N2CCOCC2)c1 (stereo not drawn)	7	101
Cc1ccc(S(=O)(=O)NC(=O)N2CCC(C)CC2)cc1	5	114
CCOC(=O)C(CCC#N)(CCC#N)C(=O)OCC	1	97
CCCc1ccc(-c2nc(-c3ccccn3)no2)cc1	3	.
CN(CC(=O)N1c2ccc(Cl)cc2NC(=O)c2ccccc21)CC(O)c1ccccc1 (stereo not drawn)	1	.
Cn1cc(/C=C2/SC(=Nc3ccccc3)NC2=O)c2ccccc21	-6	.
COc1ccc(OC)c(C2NC(=O)NC(C)=C2C(=O)Nc2ccc(C)cc2)c1 (stereo not drawn)	10&-21	96
CCc1ccccc1NC(=O)C(C#N)=C1CCCCCC1	-2	.
Cn1c(SCC(=O)NC2CC2)nnc1-c1ccco1	2	112
O=C(CN(c1ccccc1)S(=O)(=O)c1ccccc1)NCc1ccncc1	9	.
Cc1cc(C(F)F)n2ncc(C(=O)NCc3ccccc3)c2n1	-3	103
O=C(O)CN1C(=O)/C(=C\c2ccc(OCc3ccccc3)cc2)SC1=S	6	.
COc1cc(C(=O)n2nc(C)cc2C)cc(OC)c1OC	0&6	87
CCOCCP(=O)(c1ccccc1)c1ccccc1	-4	.
Cc1noc(C)c1S(=O)(=O)N1CCCC(C(=O)NCCc2ccccc2)C1 (stereo not drawn)	8	82
Cc1ccc(NC(=O)c2ccc(C#Cc3ccccc3)cc2)cc1C	11	.
COC(=O)c1ccc(/C=C2/Sc3ccccc3C2=O)cc1	10	.
O=C(NCC(=O)N(CCN1CCOCC1)C(C(=O)NC1CCCC1)c1cccs1)c1ccco1 (stereo not drawn)	8	97
O=C(NCc1cccs1)c1ccc(N2CCCCC2)nc1	0	56
Cc1ccc2nc(SCc3ccc([N+](=O)[O-])cc3)[nH]c2c1	3	.
O=C(CSc1ccc(Cl)cc1)Nn1cnnc1	-11	103
CN1CCN(C2=NC(=O)/C(=C/c3ccc(Cl)cc3Cl)S2)CC1	-10	.
O=C(NC1CCCC1)c1cnc2n(c1=O)CCS2	8	98
C=CCOc1ccc(C2C(C(=O)c3ccco3)=C(O)C(=O)N2Cc2cccnc2)cc1 (stereo not drawn)	6	104
O=C(NCc1cccs1)c1nc2c(nnn2Cc2ccccc2Cl)c(=O)[nH]1	10	81
Cc1cc(N2CCN(C(=O)c3ccco3)CC2)n2nc(C)c(-c3ccccc3)c2n1	10	409
CN(CCO)C1=NS(=O)(=O)c2cc([N+](=O)[O-])ccc21	-5	.

An excerpt of these results, with two lines to a compound.
The line under a structure holds: HePTP inh | BAP1 inh
O=C(O)CN1C(=O)/C(=C\c2ccc(OCc3ccccc3)cc2)SC1=S
  6 | .
COc1cc(C(=O)n2nc(C)cc2C)cc(OC)c1OC
  0&6 | 87
CCOCCP(=O)(c1ccccc1)c1ccccc1
  -4 | .
Cc1noc(C)c1S(=O)(=O)N1CCCC(C(=O)NCCc2ccccc2)C1 (stereo not drawn)
  8 | 82
Cc1ccc(NC(=O)c2ccc(C#Cc3ccccc3)cc2)cc1C
  11 | .
COC(=O)c1ccc(/C=C2/Sc3ccccc3C2=O)cc1
  10 | .
O=C(NCC(=O)N(CCN1CCOCC1)C(C(=O)NC1CCCC1)c1cccs1)c1ccco1 (stereo not drawn)
  8 | 97
O=C(NCc1cccs1)c1ccc(N2CCCCC2)nc1
  0 | 56
Cc1ccc2nc(SCc3ccc([N+](=O)[O-])cc3)[nH]c2c1
  3 | .
O=C(CSc1ccc(Cl)cc1)Nn1cnnc1
  -11 | 103
CN1CCN(C2=NC(=O)/C(=C/c3ccc(Cl)cc3Cl)S2)CC1
  -10 | .
O=C(NC1CCCC1)c1cnc2n(c1=O)CCS2
  8 | 98
C=CCOc1ccc(C2C(C(=O)c3ccco3)=C(O)C(=O)N2Cc2cccnc2)cc1 (stereo not drawn)
  6 | 104
O=C(NCc1cccs1)c1nc2c(nnn2Cc2ccccc2Cl)c(=O)[nH]1
  10 | 81
Cc1cc(N2CCN(C(=O)c3ccco3)CC2)n2nc(C)c(-c3ccccc3)c2n1
  10 | 409
CN(CCO)C1=NS(=O)(=O)c2cc([N+](=O)[O-])ccc21
  -5 | .

The list goes on:
SMILES	HePTP inh	BAP1 inh
Cc1ccccc1Cn1c(=N)n(CC(O)c2ccco2)c2ccccc21 (stereo not drawn)	16	102
CC(C)(C)C1(c2ccccc2)NC(=O)N(CC(=O)N2CCOCC2)C1=O (stereo not drawn)	9	107
C#CCOc1ccc2c3c(c(=O)oc2c1)CCC3	10	.
COc1cc2nc(-c3ccccc3)nc(N3CCCC3)c2cc1OC	8	133
COc1cc2ccccc2cc1C(=O)Nc1nc(-c2ccccc2OC)cs1	.	80
COCCn1c(SCC(=O)N2CCN(c3ccccc3)CC2)nc2c(c1=O)SC(C)C2 (stereo not drawn)	3	84
CCCCCOc1ccc(C2NC(=O)NC2=O)cc1 (stereo not drawn)	0	92
O=C(NC(=S)Nc1ccc(Cl)c(-c2nc3ccccc3o2)c1)c1ccco1	-13	.
Cc1cc(C)nc(/N=C(\N)C2=C(O)CC(C)(C)CC2=O)n1	4	82
COc1ccc(CC(=O)Nc2sc3c(c2C(=O)Nc2ccccc2Cl)CCCCC3)cc1	-9	.
CCOc1ccccc1NC(=O)CN(C)S(=O)(=O)c1ccc(OC)c(C)c1	4	142
c1ccc(-n2c(SCC3CCCCO3)nnc2-c2cnccn2)cc1 (stereo not drawn)	8	104
O=C(O)c1ccc2c(c1)C(=O)N(C(Cc1ccc(O)cc1)C(=O)O)C2=O (stereo not drawn)	-12	101
Cc1cc(C=C2C(=O)c3ccccc3C2=O)c(-c2ccccc2)n1-c1ccccc1	-6	.
CCCOC(=O)c1c(-c2ccc(Br)cc2)csc1N	-10	.
Nc1nc(Nc2cccc(F)c2)nc2ccccc12	3	.
O=C(C1CC(c2ccc(F)cc2)=NO1)N1CCN(c2ccccc2)CC1 (stereo not drawn)	7	90
Cc1ccc(-n2nnc3c(SCC(=O)NCc4ccco4)ncnc32)cc1	2	114
Fc1ccc(-n2c(-c3ccco3)nc3nc4ccccc4nc32)cc1	2	.
Cc1cc(C)c(C#N)c(SCc2ccc3c(c2)OCO3)n1	-1	59
CC1=C(C(=O)OCC(C)C)C(c2ccc(Br)cc2)NC(=O)N1 (stereo not drawn)	60*	162
COC(=O)Nc1nnc(Cc2ccccc2)s1	4	.
O=C(C1CC1)n1cc(C(=S)N2CCOCC2)c2ccccc21	0	115
O=S(=O)(Nc1ncnc2sc3c(c12)CCC3)c1ccc(Cl)s1	32	.
COc1ccccc1NC(=O)C(C)NS(=O)(=O)c1ccc(Cl)cc1 (stereo not drawn)	6	93
C[N+](C)(C)CCOC(=O)CCC(=O)OCC[N+](C)(C)C	.	96
CCOC(=O)c1ccccc1NC(=O)c1ccc(Cl)cc1Cl	-10	.
CCOC(=O)c1c(-c2ccco2)csc1N	-3	100
CCOc1ccc2nc(N3CCC(C(=O)N4CCN(c5ccccn5)CC4)CC3)sc2c1	-4	89
Cc1cc(OCC(=O)Nc2cc(Cl)cc(Cl)c2)ccc1Cl	-1	.

Records listed so far marked active in HePTP inh.
SMILES	HePTP inh	BAP1 inh
CC1=C(C(=O)OCC(C)C)C(c2ccc(Br)cc2)NC(=O)N1 (stereo not drawn)	60*	162

More compounds follow:
SMILES	HePTP inh	BAP1 inh
Cc1ccc(OCCn2c(NC(=O)c3ccco3)nc3ccccc32)cc1	7	211
CCOc1cc(C)c(Cl)cc1S(=O)(=O)N(C)C	7	109
O=C(NC(=S)Nc1ncc(Br)cc1Br)c1cccs1	5	.
C/C(=N\N=C1\NC(=O)C(CC(=O)Nc2ccccc2)S1)c1ccc(O)cc1O (stereo not drawn)	-1	.
Cc1onc(-c2ccccc2)c1C(=O)Nc1ccccc1C#N	6	91
CC1(C)NC(=O)N(CC(O)CN(c2ccccc2)c2ccccc2)C1=O (stereo not drawn)	3	122
CCCCNC(=O)CC1N=C2c3ccccc3N=C(SCC(=O)Nc3cccc(C)c3)N2C1=O (stereo not drawn)	-7	108
CC1=C(C(=O)Nc2cccc(C)c2)C(c2ccc(Br)cc2)NC(=O)N1 (stereo not drawn)	9	.
N#CC(C(=O)Nc1ccc(Cl)c(Cl)c1)=C1Nc2ccccc2N1	8	81
Cc1cc(/C=C2\C(=O)NC(=S)N(c3cccc(Cl)c3)C2=O)c(C)n1C	-9	.
Cc1nn(C)cc1CNC(=O)c1cnn2c1NC(c1ccc(Br)cc1)CC2C(F)(F)F (stereo not drawn)	12	116
Cc1ccc2c(C)nc(Nc3nc(CSc4nnnn4-c4ccccc4)cc(=O)[nH]3)nc2c1	20	159
c1ccc2c(N3CCOCC3)nc(-c3ccncc3)nc2c1	4	.
Cc1c(C(=O)Nc2ccc3c(c2)OCCO3)cccc1[N+](=O)[O-]	-1	.
CC(=O)N/N=C/c1cc(C)n(-c2cc(Cl)ccc2Cl)c1C	3	.
COc1ccc(NC(=O)CN(c2cc(C)cc(C)c2)S(=O)(=O)c2c(C)n[nH]c2C)cc1	8	91
Cc1cccc(C(=O)N2CCc3ccccc32)c1	3	.
Cc1ccc(Cl)cc1NC(=O)C1CCCCC1C(=O)O (stereo not drawn)	-14	.
Cc1ccc2nc(NC3=NCN(Cc4ccco4)CN3)nc(C)c2c1	-3	87
COc1cc(/C=N\Nc2nnc(C)c(=O)[nH]2)cc(Br)c1O	-7	.
Cc1cc(/C=N/n2cnnc2)c(C)n1-c1ccc(OCc2ccccc2F)cc1	-7	78
COC(=O)C1=C(C)N(c2ccc(OC)cc2)C(C)=C(C(=O)OC)C1c1ccc(OC)cc1	-18	.
COc1ccc(/C=C2/C(C)=C(C#N)c3nc(N)c(C#N)c(C)c32)cc1OC	8	.
Cn1ccnc1Sc1nc(Nc2ccccc2)nc(Nc2ccccc2)n1	-4	.
Cc1cc(OCC(=O)Nc2ccc(Cl)cc2C)ccc1Br	5	.
CCOC(=O)N1CCN(S(=O)(=O)c2cc(OCC)ccc2OCC)CC1	-4	92
O=C1C=C(c2c(O)ccc3ccccc23)c2ccccc2C1=O	8	.
Fc1ccccc1C(c1nnnn1Cc1ccc2c(c1)OCO2)N1CCN(Cc2ccccc2)CC1 (stereo not drawn)	-2	91
Cc1cccc(NC(=O)c2cc(-c3cccs3)nc3ccccc23)c1	-3	.
CCN(CC)CCN1C(=O)C(O)=C(C(=O)c2ccc(C)o2)C1c1ccccn1 (stereo not drawn)	3	100
CC(C)C1Oc2ccccc2N(CC(=O)N(Cc2ccccn2)CC2CCCO2)C1=O (stereo not drawn)	-15	84
CCOC(=O)c1ccc(NC(=O)CN(c2ccc(OC)cc2)S(=O)(=O)c2ccc(C)cc2)cc1	-8	.
Cn1c(=O)c2c(nc(CN3CCN(CCO)CC3)n2Cc2cccc3ccccc23)n(C)c1=O	2	101
CCCCOc1ccc(C(=O)O/N=C(/c2ccncc2)c2ccc([N+](=O)[O-])cc2)cc1	11	.
CCN1CCN(Cc2ccc(NC(=O)Nc3cccs3)cc2)CC1	4	100
Cc1ccc(C)c(C(=O)CSc2n[nH]c(C)n2)c1	6	105
CCOC(=O)C1(C)C=C(Nc2ccc(OC)cc2)C(=O)N1c1ccc(OC)cc1 (stereo not drawn)	3	.
Cc1cccc(-n2c(N)cc(=O)nc2SC(C)C(=O)NC2CCCCC2)c1 (stereo not drawn)	5	104
Cc1nc(N2CCN(C)CC2)c2sc(=S)n(-c3ccccc3)c2n1	1	72
O=S(=O)(c1ccc(Br)cc1)N1CCN(c2cccc(Cl)c2)CC1	-5	.
CCC(C)NC(=O)CN(c1ccccc1)S(=O)(=O)c1ccccc1[N+](=O)[O-] (stereo not drawn)	-4	.
CC(=O)Nc1ccc(S(=O)(=O)Nc2cccc(C(=O)Nc3cccc(Cl)c3)c2)cc1	4	.
COc1cc(NC(=O)C(C)Oc2ccccc2)c(C(=O)O)cc1OC (stereo not drawn)	9	83
Cc1cccc(OCC(=O)Nc2ccc(Cl)cn2)c1	.	137
O=C(Cn1cnc2ccccc2c1=O)NCC(=O)N1CCN(Cc2ccc3c(c2)OCO3)CC1	5	80
O=S(=O)(NCc1ccccn1)c1cccc2nsnc12	.	100
CCn1cc(C(=O)NCc2ccccc2OC)c(=O)c2cc(S(=O)(=O)N(C)C)ccc21	4	98
Nc1c(C(=O)Nc2ccccc2)sc2nc(-c3ccco3)ccc12	1	81
CCOC(=O)c1ccc(Oc2cc(C)nc(SC)n2)cc1	14	100
CCOC(=O)C1CCN(C(=O)Nc2ccc3c(c2)nc(C)n3C)CC1	14	169
